NOD2 inhibition: NOD2 signaling inhibitors, cell-based, luminescence, uHTS, HEK293 (AID 1566) | actives 0.63% (n = 290,000) | HEK293 NOD2/NF-kB luciferase reporter, luminescence; higher % means a stronger effect | inhibition, % at 4 µM; hits with a dose series show EC50 in µM; also: many of its hits are not listed in these tables
Yfh1-off respiration: enhancers of respiration in Yfh1-depleted yeast, dose response, Friedreich's ataxia, plus single-dose screen (AID 1465); S. cerevisiae Yfh1-off respiration, WST-1 reduction, 72 h; higher fold induction means a stronger effect; fold induction at 50 µM, or EC50 in µM where a hit was titrated; actives 0.074% (n = 220,000);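 active = fold induction of absorbance versus untreated yeast above a set limit, then at least 30% activation at any dose in follow-up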;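 also: activators that raise dye reduction in frataxin-depleted yeast; strong numbers were not always called active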
CSM14.1 death rescue: rescue of cells from ER stress-induced death, primary screen, 384-well, CSM14.1, thapsigargin, ATP luminescence (AID 1222). cellular ATP content (survival), % at 20 µM, or EC50 in µM where a hit was titrated. 190,000 tested, under 10 active. CSM14.1 thapsigargin-induced death rescue, ATP luminescence; higher % means a stronger effect;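 active = EC50 below 50 µM in the dose-response confirmation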;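 also: death triggered by thapsigargin at about 15 µM added after 2 h compound pretreatment; cell ATP read after overnight thapsigargin exposure of roughly 18 to 22 hours; normalized against plate controls of thapsigargin alone and 5% DMSO vehicle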
KOR beta-arrestin-1: KOR agonists, beta-arrestin recruitment, primary screen, cell-based, luminescence, uHTS (AID 1777); actives 0.02% (n = 280,000); activation, % at 10 µM, or EC50 in µM where a hit was titrated; Kappa-type opioid receptor (Homo sapiens); KOR beta-arrestin recruitment, luminescence; higher % means a stronger effect; in the data active = activation above about 50%, passing the limit was not always enough; also: a part of the inactive calls stands beside numbers as strong as those of hits
NOD1 inhibition: NOD1 signaling inhibitors, primary screen, cell-based, luminescence, uHTS (AID 1578); NOD1-driven NF-kB luciferase reporter cells, luminescence; higher % means a stronger effect; one-dose inhibition, % at 4 µM; EC50 in µM for titrated hits; actives 1% (n = 290,000); in the data active = inhibition mostly above about 36%, no sharp cut-off; inactive = mostly below about 34%;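 also: HEK-293T reporter cells stimulated with the NOD1 agonist gamma-tri-DAP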
KOR beta-arrestin-2: KOR antagonists, beta-arrestin recruitment, cell-based, luminescence, uHTS (AID 1778); Kappa-type opioid receptor (Homo sapiens); actives 0.091% (n = 290,000); inhibition, % at 10 µM, or IC50 in µM where a hit was titrated; KOR beta-arrestin recruitment, luminescence, antagonist mode; higher % means a stronger effect; also: strong numbers were not always called active
GPR55 beta-arrestin: GPR55 agonists via beta-arrestin recruitment, primary screen, imaging, U2OS cells, beta-arrestin-GFP redistribution (AID 1961); G-protein coupled receptor 55 (Homo sapiens); actives 0.048% (n = 290,000); U2OS GPR55 beta-arrestin-GFP redistribution imaging; higher % means a stronger effect; activation, % at 10 µM, or EC50 in µM where a hit was titrated;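 active = activation above 40% with more than 50 cells counted in the well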;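 also: U2OS osteosarcoma cells stably expressing GPR55 and beta-arrestin-GFP; plate controls were DMSO negative control for no effect and LPI positive control for full effect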
NTR1 ag: agonists of NTR1, primary screen, imaging, U2OS cells, beta-arrestin-GFP, high content (AID 493036); Neurotensin receptor type 1 (Homo sapiens), P30989; NTR1-U2OS beta-arrestin-GFP spot imaging, agonist mode; activation, % at 20 µM; actives 0.17% (n = 330,000);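 active = activation at or above 40% of the spot to cytoplasm intensity ratio, with at least 20 cells analyzed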;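 also: 0% = DMSO without peptide and 100% = 100 nM NTR1 peptide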
Target sequence (P30989 whole entry, looked up): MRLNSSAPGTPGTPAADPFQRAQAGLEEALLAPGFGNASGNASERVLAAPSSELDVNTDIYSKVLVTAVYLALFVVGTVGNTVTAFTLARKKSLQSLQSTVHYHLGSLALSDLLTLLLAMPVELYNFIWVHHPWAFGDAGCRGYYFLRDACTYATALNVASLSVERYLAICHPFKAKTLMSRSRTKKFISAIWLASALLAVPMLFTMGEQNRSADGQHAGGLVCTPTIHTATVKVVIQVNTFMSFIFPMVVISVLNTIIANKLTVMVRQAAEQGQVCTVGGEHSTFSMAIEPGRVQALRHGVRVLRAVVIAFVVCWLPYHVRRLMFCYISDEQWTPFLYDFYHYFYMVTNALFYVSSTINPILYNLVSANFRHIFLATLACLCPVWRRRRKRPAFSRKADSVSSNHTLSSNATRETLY
TNAP activators: human TNAP enzyme activators, primary screen, biochemical, luminescent, no phosphate acceptor, uHTS (AID 1001); Alkaline phosphatase, tissue-nonspecific isozyme (Homo sapiens); purified TNAP, luminescent activation assay, no phosphate acceptor; higher activation fold means a stronger effect; actives 0.03% (n = 200,000); one-dose activation fold at 20 µM; EC50 in µM for titrated hits; in the data active = activation fold from about 3, or a potency from the dose series; inactive = the rest, 99 in 100 with activation fold below about 1.6; also: many of its hits are not listed in these tables
NTR1 ag cell count 20 µM: second read-out of NTR1 ag, no call of its own (marks repeat the call); cell count; measured here: cell count, cytotoxicity flag
* hit, by the source's call; i = inactive; . = no result given; [ ] = remark or other dose. Rule as the data show it, unless noted: active = inhibition above about 50%; inactive = the rest.

SMILES,NOD2 inhibition,Yfh1-off respiration,CSM14.1 death rescue,KOR beta-arrestin-1,NOD1 inhibition,KOR beta-arrestin-2,GPR55 beta-arrestin,NTR1 ag,NTR1 ag cell count 20 µM,TNAP activators
CCCCCN(C(=O)CCC(=O)OCC(=O)NCc1cccc(OC)c1)c1c(N)n(CCCC)c(=O)[nH]c1=O,8%,.,.,4.8%,-19%,5%,0.0%,-0.4,58,.
CC1(C)Cc2cccc(Oc3ccc(S(=O)(=O)N4CCCC4)cn3)c2O1,2%,i,0.0%,0.1%,-5%,-11%,0.0%,0.2,50,0.9
Cc1cc2ccccc2c(=O)n1CC(=O)NCc1ccco1,-16%,i,-0.9%,4.1%,4%,-21%,-0.2%,-0.8,75,1.1
COC(=O)C1=C(CS(=O)(=O)c2ccccc2)NC(=O)NC1c1ccccc1 (stereo not drawn),12%,.,.,-2.8%,-8%,-30%,-0.1%,1.0,52,.
COc1cc(NC(=O)C2CCC(CNS(=O)(=O)c3csc(C(N)=O)c3)CC2)cc(OC)c1 (stereo not drawn),12%,.,.,1.0%,-16%,-37%,0.2%,0.1,51,.
O=C(COc1ccccc1)Nc1nnc(-c2ccc(Cl)cc2)o1,18%,.,.,0.4%,-31%,8%,-0.2%,1.2,84,.
COc1ccccc1NC(=O)Cn1nc(C)n2cccc2c1=O,23%,.,.,6.0%,-50%,-62%,-0.3%,0.7,66,.
Nc1cccc(Nc2ccccc2)c1,0%,i,-1.4%,0.7%,-24%,-9%,-0.2%,0.5,37,1.1
CC1CCCC(NC(=O)CSC2CCCCC2)C1C (stereo not drawn),-20%,i,2.1%,-3.9%,-56%,14%,-0.3%,4.1,57,1.1
Cc1cccc2sc(NNC(=O)c3ccc(S(=O)(=O)N4CC(C)CC(C)C4)cc3)nc12 (stereo not drawn),12%,i,1.5%,-0.7%,-7%,-16%,0.2%,10,45,1
CC(=O)c1c(C)[nH]c(C(=O)NCCN2CCC(C)CC2)c1C,-5%,i,0.4%,0.4%,-23%,-8%,-0.2%,-2.2,40,1
CCCn1c(=O)c2ccccc2n2c(SCc3c(C(=O)OCC)oc4ccccc34)nnc12,17%,i,-0.2%,-2.2%,-49%,10%,-0.1%,0.3,54,1
Cc1cc(N2CCOCC2)ccc1/C=C1\NC(=O)N(Cc2ccccc2F)C1=O,13%,i,0.6%,-0.9%,-1%,37%,0.0%,0.4,40,1
COC(=O)CNC(=O)C1Cc2ccccc2CN1S(=O)(=O)c1ccc(F)cc1 (stereo not drawn),-11%,.,.,-2.2%,3%,14%,-0.1%,-0.4,75,.
O=C(Nc1nccs1)c1ccc(-c2ccc(F)c(Cl)c2)o1,-13%,.,.,2.1%,-53%,-18%,-0.1%,5.1,61,.
Cc1nn(C)cc1CN(C)Cc1ccc(OCC(O)CN2CCCCC2)cc1 (stereo not drawn),9%,i,0.8%,-6.0%,-15%,-7%,0.3%,0.5,63,1.1
CC1=CC2=NCC(O)CN2C=C1 (stereo not drawn),16%,i,-0.8%,1.7%,-3%,-4%,0.3%,-0.6,57,1
COc1cc(C(C)=O)ccc1Oc1ncnc2c1cnn2-c1ccccc1,8%,i,-1.3%,3.2%,-14%,-28%,-0.2%,2.0,62,1.4
COC(=O)C1=C(C)N(CCc2cc(OC)c(OC)c(OC)c2)C(=O)N[C@H]1c1ccc(Br)cc1,14%,.,0.0%,-1.0%,-4%,26%,-0.2%,-0.5,94,1.1
COC(=O)C1=C(N)Oc2cc(C)n(CCN3CCOCC3)c(=O)c2C1c1cccnc1 (stereo not drawn),-1%,i,0.0%,.,-23%,-31%,0.1%,0.3,94,1
Cn1cc(Br)c(C(=O)Nc2sc3c(c2C(N)=O)CCCC3)n1,15%,.,.,-3.6%,4%,-4%,1.1%,4.1,72,.
O=C(CN1C(=O)NC2(CCOc3ccccc32)C1=O)Nc1cccc(Cl)c1 (stereo not drawn),-12%,i,-0.8%,2.2%,-30%,-4%,-0.6%,0.1,31,1.1
CCOc1ccccc1NC(=O)CN(c1nccs1)S(=O)(=O)c1ccc(N)cc1,2%,.,-1.6%,3.5%,-18%,-25%,0.0%,-2.1,44,1.1
COc1ccc(S(=O)(=O)N2CCN(C(=O)[C@@H]3CCC(=O)N3C3OC(=O)c4ccccc43)CC2)cc1 (stereo partly drawn),1%,i,0.9%,3.1%,1%,-7%,-0.1%,-2.0,19,1.1
O=C(NNS(=O)(=O)c1cc(Cl)c(Cl)cc1Cl)c1cccnc1,14%,.,.,2.3%,-28%,-3%,-0.2%,0.3,54,.
Nc1n[nH]c(CO)n1,22%,i,.,2.8%,-8%,24%,-0.1%,.,.,.
C=CCNc1nc2c(c(=O)[nH]c(=O)n2C)n1CCCCC,6%,i,.,-4.3%,6%,-8%,-0.1%,-0.7,35,1.1
COc1ccc2[nH]c(C)c(CN3CCC(C)CC3)c(=O)c2c1,6%,i,-3.0%,4.3%,-26%,-17%,-0.2%,0.7,33,1
CCOc1cc(NC(=S)NCC2CCCO2)c(OCC)cc1NC(=O)c1ccc(OC)cc1 (stereo not drawn),8%,i,-2.7%,-1.8%,-3%,7%,0.2%,7.5,63,1.2
COc1ccccc1N1C(=O)c2ccc(C(=O)Nc3ccc(C(=O)O)cc3)cc2C1=O,-10%,.,.,5.2%,-14%,-19%,0.3%,-0.8,87,.
COc1ccc(Cc2nnc(N=Nc3c(O)[nH]c4ccc(Br)cc34)[nH]c2=O)cc1,-4%,i,-0.1%,-5.4%,-32%,1%,0.7%,1.7,90,0.5
CCCSc1nc(NCc2ccco2)c2c3c(sc2n1)COC(C)(C)C3,-3%,i,3.6%,-0.6%,-7%,0%,-0.1%,15,72,1.1
COc1ccc(NC(=S)N2CCCN(Cc3cc(C)ccc3C)C2)cc1,-23%,i,.,9.3%,22%,-38%,0.3%,-0.5,51,1
CN(C)c1ccc(/C=N/NC(=O)C(=O)/C=C2\NC3(CCCC3)Cc3ccccc32)cc1,6%,i,-3.1%,-0.2%,24%,-65%,0.7%,6.9,79,1
CNC(=O)COc1ncnc2scc(-c3ccc(F)cc3)c12,-3%,i,0.1%,-4.8%,-16%,18%,0.5%,-1.2,29,1.2
Cc1ccc(C(=O)c2oc3ccccc3c2NC(=O)c2cc(-c3cc(C)ccc3O)n[nH]2)cc1,-18%,i,.,2.1%,-11%,-36%,0.0%,19,57,.
CCCn1c(=O)c(C(=O)NNC(=O)c2ccccc2[N+](=O)[O-])c(O)c2ccccc21,6%,.,.,5.1%,-28%,-13%,0.3%,-0.1,49,.
COc1ccc(C)cc1NC(=O)CNC(=O)Cn1ccc2ccccc2c1=O,9%,i,-2.3%,4.0%,-20%,-23%,-0.3%,-1.2,85,1
Cc1cc(=O)[nH]c(SCC(=O)Nc2ccc(Cl)cn2)n1,12%,i,-0.2%,5.8%,-19%,-12%,-0.1%,1.2,51,1.2
O=[N+]([O-])c1cccc(-c2csc(Nc3ccccc3)n2)c1,-60%,i,5.1%,5.4%,-46%,-57%,0.2%,34,43,1.1
CCOC(=O)C1=C(C)N(C)C(C)=C(C(=O)OCC)C1c1ccccn1,17%,i,-1.0%,-1.7%,2%,4%,-0.2%,0.8,88,1.1
COc1ccc2[nH]c(=S)cc(C)c2c1,5%,i,.,4.8%,3%,-3%,-0.2%,2.9,44,.
COc1cccc(CNC(=O)CCc2nnc(C3CCCCC3)o2)c1,-5%,i,-1.7%,6.4%,-23%,-21%,-0.3%,-0.7,45,1.1
O=C(Cn1nnc(-c2ccccc2NC(=O)c2cccs2)n1)Nc1ccccc1,-4%,i,1.2%,-4.6%,-38%,-12%,-0.2%,5.2,36,1.2
COc1ccc(N2C3=C(C(=O)CC(C)(C)C3)C(c3ccccc3OC)C3=C2CC(C)(C)CC3=O)cc1,6%,i,.,5.3%,-4%,-11%,0.4%,0.5,41,.
COc1ccc(CCNC(=O)c2coc3ccccc3c2=O)cc1,-1%,.,.,5.9%,13%,-49%,-0.4%,1.3,44,.
CCOC(=O)c1ccc(NC(=O)c2sc3nc4n(c(=O)c3c2C)CCC4)cc1,21%,.,.,6.7%,0%,-37%,0.1%,4.9,50,.
CC(C)CCNC(=O)[C@H](Cc1ccccc1)N1Cc2ccccc2C1=O,6%,.,.,-5.1%,-3%,20%,-0.1%,0.7,77,.
CC(NC(=O)c1ccco1)C(=O)N1CCc2ccccc2C1 (stereo not drawn),0%,i,-3.8%,2.7%,-7%,-26%,-0.1%,-0.9,42,1.1
Clc1ccc(SCc2cc(N3CCOCC3)nc(-c3ccccn3)n2)cc1,0%,i,2.6%,-5.7%,-32%,10%,-0.1%,0.2,82,1.1
CCN1C(=O)CSC1=Nc1cccc(C(=O)O)c1,14%,.,.,-0.5%,-10%,-49%[20 µM],0.6%,-0.9,47,.
COc1ccc(/C=N/N2CCN(c3ccc(Cl)cc3)CC2)cc1O,-30%,.,.,-3.2%,41%,-36%,-0.2%,3.0,62,.
O=C(c1ccc(Br)o1)N1CCN(C/C=C/c2ccccc2)CC1,-6%,i,2.9%,5.3%,-16%,-17%,-0.1%,-1.0,86,1.1
COc1cc(CN2CCN(c3cccc(C)c3C)CC2)cc([N+](=O)[O-])c1O,-5%,i,-1.0%,-0.9%,-35%,-20%,-0.1%,-1.9,59,1.1
Cc1cc(N(C)N)nc(NC(=O)NS(=O)(=O)c2ccccc2Cl)n1,6%,.,.,-6.0%,0%,19%,0.2%,-1.2,78,.
CC(C)(C)c1ccc(C(=O)NC(=S)N2CCOCC2)cc1,-54%,.,.,-3.6%,-33%,8%,0.2%,0.8,60,.
COc1ccc(S(=O)(=O)Nc2cc3c(C(C)=O)c(C)oc3c3ccccc23)cc1,-18%,i,-2.0%,4.2%,-9%,-109%,-0.1%,2.7,104,1.1

Whole records as entered above. Order of screens: NOD2 inhibition, Yfh1-off respiration, CSM14.1 death rescue, KOR beta-arrestin-1, NOD1 inhibition, KOR beta-arrestin-2, GPR55 beta-arrestin, NTR1 ag, NTR1 ag cell count 20 µM, TNAP activators
COc1ccc(S(=O)(=O)Nc2cc3c(C(C)=O)c(C)oc3c3ccccc23)cc1 across the screens: -18%, i, -2.0%, 4.2%, -9%, -109%, -0.1%, 2.7, 104, 1.1
Cc1cc(N(C)N)nc(NC(=O)NS(=O)(=O)c2ccccc2Cl)n1 across the screens: 6%, ., ., -6.0%, 0%, 19%, 0.2%, -1.2, 78, .

Bioassay records from PubChem BioAssay.

Some of the compounds tested. The share of hits here may be higher or lower than overall.
